# NCI-60 one-dose screen, 48 h, at 10 µM unless noted. Numbers give growth in % (100 = growth as untreated, 0 = no growth, -100 = all killed).
# UACC-62: UACC-62 melanoma. 81,000 tested, 5.4% active
# SK-MEL-28: SK-MEL-28 melanoma; 81,000 tested, 4.1% active; AID 1794761
# MDA-MB-435: MDA-MB-435 melanoma | 82,000 tested, 7.8% active
# SK-MEL-2: SK-MEL-2 melanoma. 77,000 tested, 4.7% active. AID 1794763
# M14: M14 melanoma. 80,000 tested, 6.2% active. AID 1794745
# UACC-257: UACC-257 melanoma; 78,000 tested, 4.4% active
# SK-MEL-5: SK-MEL-5 melanoma. 80,000 tested, 6.4% active. AID 1794755
# MALME-3M: MALME-3M melanoma | 78,000 tested, 5.8% active
# * hit, by the source's call; nt = not tested or not shown; [ ] = another dose, or the depositor's remark. The calls were made as follows: active = growth percent below 10; inactive = the rest.
SMILES,UACC-62,SK-MEL-28,MDA-MB-435,SK-MEL-2,M14,UACC-257,SK-MEL-5,MALME-3M
CCN(CC)CCCC(C)Nc1ccnc2cc(Cl)cnc12 (centres undefined) (tested in a mixture with another compound),98,119,105,110,108,102,99,96
C#C[C@]1(O)CC[C@H]2[C@@H]3CC=C4c5sc(Nc6cccc(F)c6)nc5CC[C@]4(C)[C@H]3CC[C@@]21C,5.8*,14,30,28,11,44,43,38
CC(c1ccccc1)c1ccccc1OCCN(C)C (centres undefined),104,103,109,102,99,94,91,100
COc1cc(N)cc(OC)c1OC,103,111,110,109,104,86,101,101
N#Cc1ccc(/C=N/N=C2\C(=O)Nc3ccc(F)cc32)cc1,95,100,102,110,nt,112,107,107
CCOC(=O)c1ccc(NC(=O)CCCNCC(C)C)cc1,103,113,108,69,90,109,107,88
C1=C(c2ccccc2)N=C(c2nccc3ccccc23)C1(c1ccccc1)c1ccccc1,98,nt,107,81,101,85,108,98
COc1cc(OC(F)(F)F)ccc1C(=O)Nc1sc2c(c1C#N)CCC(=O)C2,66,121,98,105,64,98,72,85
OCCNCCCOc1ccc2ncnc(Nc3ccc(Oc4cccc(C(F)(F)F)c4)c(Cl)c3)c2c1,88,73,-65*,73,-60*,55,49,41
CCC1CCC(C)N(COC(=S)S)C1 (centres undefined),109,109,109,108,99,99,103,103
CCC(C)NC(=O)c1ccc(C)cc1 (centres undefined),nt,111,106,95,92,81,102,105
CCCCCCCCCCCCCCCCNC(=S)C(=S)NCCCCCCCCCCCCCCCC,114,115,113,111,109,114,110,nt
CCCCCCCCCCCCCCOC(=O)CSC#N,97,110,111,96,120,96,101,100
CCCC[n+]1c(/C=C\c2c(OC)cc(OC)cc2OC)ccc2ccccc21,-37*,-11*,-41*,-45*,9.0*,-41*,-97*,13
Cc1cccc(-c2nc(C(C)C)sc2-c2ccnc(NCCCNS(=O)(=O)c3ccc(Cl)cc3)c2)c1,96,91,80,79,82,113,88,100

# An excerpt from above in order of heavy-atom count, lowest first:
SMILES,UACC-62,SK-MEL-28,MDA-MB-435,SK-MEL-2,M14,UACC-257,SK-MEL-5,MALME-3M
COc1cc(N)cc(OC)c1OC,103,111,110,109,104,86,101,101
CCC1CCC(C)N(COC(=S)S)C1 (centres undefined),109,109,109,108,99,99,103,103
CC(c1ccccc1)c1ccccc1OCCN(C)C (centres undefined),104,103,109,102,99,94,91,100
CCCCCCCCCCCCCCOC(=O)CSC#N,97,110,111,96,120,96,101,100
CCOC(=O)c1ccc(NC(=O)CCCNCC(C)C)cc1,103,113,108,69,90,109,107,88
CCCC[n+]1c(/C=C\c2c(OC)cc(OC)cc2OC)ccc2ccccc21,-37*,-11*,-41*,-45*,9.0*,-41*,-97*,13
C#C[C@]1(O)CC[C@H]2[C@@H]3CC=C4c5sc(Nc6cccc(F)c6)nc5CC[C@]4(C)[C@H]3CC[C@@]21C,5.8*,14,30,28,11,44,43,38
Cc1cccc(-c2nc(C(C)C)sc2-c2ccnc(NCCCNS(=O)(=O)c3ccc(Cl)cc3)c2)c1,96,91,80,79,82,113,88,100
OCCNCCCOc1ccc2ncnc(Nc3ccc(Oc4cccc(C(F)(F)F)c4)c(Cl)c3)c2c1,88,73,-65*,73,-60*,55,49,41
CCCCCCCCCCCCCCCCNC(=S)C(=S)NCCCCCCCCCCCCCCCC,114,115,113,111,109,114,110,nt

# More structures follow:
SMILES,UACC-62,SK-MEL-28,MDA-MB-435,SK-MEL-2,M14,UACC-257,SK-MEL-5,MALME-3M
NS(=O)(=O)c1cccc(NC(=O)Nc2nc3ccccc3s2)c1,75,83,82,74,73,102,88,63
CCOC(=O)C1CC(=O)c2cc(OC)c(OC)cc2C1 (centres undefined),88,119,114,107,88,88,109,132
NS(=O)(=O)c1ccc(-c2cc(-c3nnc(SCC(=O)Nc4ccc(Cl)cc4)n3-c3ccccc3)c3ccccc3n2)cc1,64,37,68,97,70,94,72,55
Cc1cc(NC(=O)COCC(=O)O)no1,105,108,107,nt,98,127,98,116
O=C1/C(=C/c2ccc(OCCCOc3ccc(Cl)cc3)cc2)N=C2SCCCN12,nt,nt,93,98,96,102,nt,122
Cc1ccc(S(=O)(=O)Nc2ccc([N+](=O)[O-])cc2)cc1,78,101,101,120,103,107,88,107
O=C(NCc1ccc(Cl)cc1)c1ncoc1-c1ccc2c(c1)OCCO2,105,114,107,124,105,107,107,106
CCC(C)c1c(N)[nH]oc1=O (centres undefined),97,115,106,113,107,97,97,108
O=c1[nH]cnc2c(-c3nc4ccccc4s3)c(Nc3ccccc3)sc12,80,107,103,105,92,97,95,104
COC(=O)[C@]1(C(C)C)N[C@H](c2cn(-c3ccccc3)nc2C)[C@@H]2C(=O)N(c3ccc(C)cc3)C(=O)[C@@H]21,81,102,99,98,100,106,117,104
CCCCSc1ncnc2c1ncn2C1CCCCO1 (centres undefined),100,119,115,104,103,108,104,115
CCOC(=O)NC(C)(C)CN(C(=O)OCC)c1ccccc1,102,106,102,109,112,nt,101,107
Cc1cc2nnn(Cc3cccc(NC(=O)CCCC(=O)O)c3)c2cc1C,101,110,106,107,108,98,104,111
O=C(O)/C=C/c1ccc2c(c1)CCC2,103,104,100,110,106,98,105,121
COc1cccc(NC(=O)Nc2ccc(Oc3ncnc4sc5c(c34)CCCC5)cc2)c1,71,84,73,97,67,100,64,89
C#CCC1(c2ccc(OC)cc2)NS(=O)(=O)c2ccccc21 (centres undefined),97,106,111,103,96,nt,107,104
C#CC(C)(O)CCCCCC (centres undefined),118,105,107,112,97,106,101,95
COc1ccc(/C=C/C(=O)c2cccc(OCCCCOc3cccc(C(=O)/C=C/c4ccc(OC)c(OC)c4)c3)c2)cc1OC,58,86,75,81,79,57,9.8*,78
COc1ccc(OC)c(/C=C2\SC(=O)N(Cc3ccc(-c4ccccc4C#N)cc3)C2=O)c1,92,115,105,104,96,98,91,95
Cc1cccc(Cl)c1NC(=O)c1ccc2nc(NC(=O)NC3CC(C)(C)NC(C)(C)C3)sc2c1,107,116,90,121,94,nt,92,82
Cc1[nH]nc2c1C(c1cn[nH]c1-c1ccc(F)cc1)C(C#N)=C(N)O2 (centres undefined),82,102,81,101,98,83,78,104
C#CCOc1cccc(Nc2ncc3ncn(C4CCN(C(=O)CCl)C4)c3n2)c1 (centres undefined),45[6.25 µM],78[6.25 µM],35[6.25 µM],62[6.25 µM],24[6.25 µM],73[6.25 µM],39[6.25 µM],14[6.25 µM]
CN(Cc1ccccc1)c1nc(Cl)c(C2CC(c3ccc4c(c3)OCO4)=Cc3[nH][nH]c(=O)c32)s1 (centres undefined),96,104,105,105,72,101,100,102
CC12CCC3C4(C)COC(c5ccc(Cl)cc5)OC4CCC3(C)C1CC(C1=CCOC1=O)O2 (centres undefined),61,81,83,90,89,73,40,97
CCSC1=Nc2c(c(-c3ccccc3)cn2-c2ccc(C)cc2)C2=NCCN12,83,114,101,103,107,113,100,111
N#Cc1c(C#N)c(SSc2c(C#N)c(C#N)c(N)n2-c2ccccc2)n(-c2ccccc2)c1N,95,nt,114,98,115,103,97,95
Cc1ccc(S(=O)(=O)Oc2ccccc2)cc1,91,110,53,103,99,92,nt,136
Cc1ccc(NC(=O)Nc2nccnc2OCc2cccc(Cl)c2)cc1,93,108,100,88,99,93,104,124
C1=Cc2ccccc2N(c2nnc(Cc3ccccc3)o2)c2ccccc21,81,103,103,99,100,111,95,114
Cc1ccc(/C=N/Nc2nc(Nc3ccccc3)nc(-n3nc(C)cc3C)n2)cc1,45,69,42,33,43,54,-13*,81
CC1(C)CC[C@]2(C(=O)O)CC[C@]3(C)C(=CC[C@@H]4[C@@]5(C)C/C(=C/O)C(=O)C(C)(C)[C@@H]5CC[C@]43C)[C@@H]2C1,62,52,70,104,79,92,68,90
CCOC(CN1C(=O)c2ccccc2C1=O)OCC,98,116,101,115,110,83,105,118
NCCCCCCNc1cc(-c2cccc(OC(F)(F)F)c2)nc2ccc(N3CCCC3)cc12,-57*,-83*,-100*,-64*,-71*,-68*,-98*,-94*
COc1ccc2c(c1)nc(N)c1c3cc(C)c(C)cc3cn21,44,81,-18*,84,58,84,59,76
Cc1nn(-c2ccccc2)c2nc3nc(Cc4ccccc4)[nH]c(=O)c3c(-c3ccc(Cl)cc3)c12,108,109,95,98,96,99,103,87
COc1cccc2cc(-c3cc4ccccc4[nH]3)c(=NC(=O)c3ccc(Cl)cc3)oc12,74,82,33,83,-29*,nt,82,58
COc1cc(/C=C2\C(=O)N(c3c(Cl)cccc3Cl)c3ccccc32)cc(OC)c1OCCCn1c2ccccc2c(=O)c2ccccc21,77,92,93,93,91,115,99,111
C#CCCCCCCCCC,103,119,109,102,108,105,115,133
COc1ccccc1NC1=C(N2CCCCC2)C(=O)c2ccccc2C1=O,81,96,93,98,90,77,69,97
O=C1c2cccnc2C(=O)c2c1c(C(=O)OCCN1CCCCC1)c1ccccn21,-41*,-38*,-6.0*,-45*,-21*,-75*,-97*,-74*
Cc1cc(C)cc(O)c1,102,108,119,nt,106,75,106,107
Cc1ccc(S(=O)(=O)Oc2ccc(NC(=O)c3ccc(Cl)cc3)cc2)cc1,96,108,105,100,94,111,100,100
C#CCNc1ccc(CC2(O)C(=O)Nc3ccccc32)cc1 (centres undefined),96,110,101,100,101,100,103,96
O=C1Nc2ccc([N+](=O)[O-])cc2OC12Oc1cc([N+](=O)[O-])ccc1NC2=O,88,112,102,101,91,94,96,91
NC(=S)c1ccccn1,95,111,106,93,102,100,77,92
C[C@@H]1CC[C@@]2(C)C(C(=O)O)=CCC[C@@H]2[C@@]1(C)CC(=O)c1ccoc1,93,102,100,108,100,99,99,103
CCOC(=O)c1cc(C(=O)OCC)c(C)nc1C,103,112,105,124,111,107,107,104
COc1ccc(N/C=C/C(=O)c2ccc3c(c2)Nc2ccccc2S3)c(OC)c1,60,78,69,90,75,55,30,69
COC(=O)CC(=O)C1(C)CC1,99,99,99,103,102,86,104,95
C/C=C(/C[N+](=O)[O-])c1ccccc1,93,120,111,103,104,99,70,108
CCCCNC(=O)Oc1ccc(/C(=C(/CC)Cc2ccccc2)c2ccc(OCCCN(C)C)cc2)cc1,106,96,83,87,82,104,84,93
Nc1nc(=O)n(C2CC(O)C(CO)O2)cc1Cl (centres undefined),72,94,63,85,85,87,64,57
c1ccc(Nc2nnc3c4[nH]cnc4ncn23)cc1,91,103,101,111,92,98,94,91
CN(CC(=O)O)c1ccc(/C=C/c2ccnc3ccccc23)cc1,72,100,38,89,90,87,93,99
COc1ccc(NCc2nnc(-c3ccc(OC)c(OC)c3)o2)cc1,79,119,109,89,106,nt,88,113
Cc1cc(N)ccc1Cc1ccc(N)cc1C,96,105,97,93,99,89,97,93
NCC1=C(c2ccccc2)Nc2ncc(-c3ccc(Cl)cc3)n2C1O (centres undefined),93,113,103,90,90,92,98,82
NC1NNC(=S)S1 (centres undefined),99,119,103,99,107,92,nt,118
CN(C)c1ccc(/C=C/c2ccc3ccccc3n2)cc1,76,98,74,127,102,108,82,118
Clc1ccc(CN2CCCc3ccccc32)cc1,97,331,105,91,99,114,97,91

# 2 of the compounds above, with values under each structure.
# Value order – UACC-62, SK-MEL-28, MDA-MB-435, SK-MEL-2, M14, UACC-257, SK-MEL-5, MALME-3M
Cc1cccc(-c2nc(C(C)C)sc2-c2ccnc(NCCCNS(=O)(=O)c3ccc(Cl)cc3)c2)c1
 : 96, 91, 80, 79, 82, 113, 88, 100
NS(=O)(=O)c1cccc(NC(=O)Nc2nc3ccccc3s2)c1
 : 75, 83, 82, 74, 73, 102, 88, 63

# (cont.)
SMILES,UACC-62,SK-MEL-28,MDA-MB-435,SK-MEL-2,M14,UACC-257,SK-MEL-5,MALME-3M
CCOC(C)Oc1ccccc1 (centres undefined),102,109,111,118,101,112,102,103
Cc1cc(=O)[nH]c(Nc2nc3ccccc3[nH]2)n1,nt,104,99,78,76,90,90,nt
COc1ccc2nc(-c3ccc(Cl)cc3)cc(C(=O)N3N=C(c4ccc(N)cc4)CC3c3ccc(Cl)cc3)c2c1 (centres undefined),49,83,27,79,65,62,80,81
O=S(=O)(Cl)c1cc(Cl)ccc1Cl,107,114,110,117,108,102,nt,110
CCCCCOC(=O)c1ccc(NC(=O)CNC(C)(C)C)cc1,100,109,108,81,84,100,100,94
CCCCc1ccc(N/C(N)=N/c2nc(C)cc(=O)[nH]2)cc1,96,108,114,96,103,106,94,nt
O=c1c2ccccc2sc2cccc(NCCCN3CCN(CCCNc4cccc5sc6ccccc6c(=O)c45)CC3)c12,93,108,104,112,101,81,96,97
O=C(O)CCCCCCC[C@@H](O)[C@@H](O)CCCCCCO,110,104,107,140,105,109,97,98
Nc1nccc(-c2c(-c3ccc(F)cc3)ncn2C2CCCCC2)n1,83,90,72,116,82,93,82,79
Cc1ccc(-c2nc3c(c(-c4ccccc4)nn3-c3ccccc3)c(-c3ccc4c(c3)OCO4)c2C#N)cc1,90,93,98,109,101,102,108,98
CCOC(=O)/C(=C\n1c(=O)[nH]c(=O)[nH]c1=S)C(=O)c1ccccc1,102,105,106,104,99,91,104,nt
COc1cc(-c2nc3ccc(-c4nnc(SCC(=O)Nc5ccc(C(=O)/C=C/c6ccc(Cl)cc6)cc5)o4)cc3[nH]2)cc(OC)c1OC,84,102,99,100,105,112,91,101
CCN1CCN(c2cc(C(F)(F)F)nc(NCCCNc3ccnc4cc(Cl)ccc34)n2)CC1,85,87,83,76,87,83,42,85
CSc1nc(=O)[nH]c2c1nc(SC)n2-c1ccccc1,109,102,101,92,104,90,94,107
CCNc1cc(S(=O)(=O)O)ccc1C,105,108,107,100,106,83,102,106
CC(CCc1ccccc1)NCC(O)c1ccc(O)c(C(N)=O)c1 (centres undefined),104,102,100,121,112,110,nt,102
O=C(NCC(c1ccsc1)N1CCCCCC1)c1ccc(C(F)(F)F)cc1 (centres undefined),99,110,92,94,93,108,95,98
CC(=O)Nc1ccc(-c2cc3c(NCc4ccc(C(F)(F)F)cc4)ncnc3s2)cc1,55,91,90,100,nt,91,nt,76
Cc1nc(Nc2nc(-c3ccccn3)nc(C(Cl)(Cl)Cl)n2)sc1C,87,86,83,96,72,85,92,79

# High-throughput results (PubChem BioAssay)
